KB-V1 MDR tox = qHTS assay for MDR1-selective chemotherapeutics: Primary screen using the drug-selected MDR subline cells KB-V1; hit rate 3.4% among 400,000; Potency, µM (top dose mostly 46.1 µM), inactives show top-dose activity change, negative = cytotoxicity, most hits filed as cytotoxic; KB-V1 MDR cells viability, CellTiter-Glo, 72 h; AID 1347076, 2019; also: potency is read from the fitted curve at half-maximal effect; % is scaled to controls: 0 for no effect and ±100 for the full control effect; nearly all actives have a fitted effect of over 60% in size
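KB-V1 MDR subline cells in DMEM (phenol-red free, 10% FBS) exposed to compounds in qHTS concentration series for 72 h at 37 degrees C. Viability read by CellTiter-Glo luminescence; concentration-effect curves fitted after normalization and correction.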
IL-1B inflam inh = qHTS for Inhibitors of Inflammasome Signaling: IL-1-beta AlphaLISA Primary Screen; activity change, % at 57.5 µM; THP-1 LPS/ATP IL-1B secretion, AlphaLISA, 16 h; stronger effect = lower value; AID 743279, 2014; hit rate 4.7% among 360,000; in the data active = activity change below about -50%; inconclusive = mostly about -30% to -49%; also: % is scaled to controls: 0 for no effect and ±100 for the full control effect
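THP-1 cells pretreated 1 hr with compounds (up to 57.5 uM final), then stimulated with LPS (250 ng/mL final) plus ATP (1.25 mM final); secreted IL-1B measured by AlphaLISA after 16 hr, decreased signal indicating inhibition.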
HT1080NT lethal = qHTS for induction of synthetic lethality in tumor cells producing 2HG: qHTS for the HT-1080-NT fibrosarcoma cell line. HT-1080-NT fibrosarcoma viability, CellTiter-Glo ATP luminescence, 48 h. hit rate 1.6% among 360,000. Potency, µM (titrated, usually from 46.1 µM), for inactives: at the highest dose activity, negative = less viability, most hits filed as cytotoxic. AID 686970, 2013;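 also: NT is the 2HG producing partner of a matched IDH1 knockdown line; potency is read from the fitted curve at half-maximal effect; 0% = DMSO-treated cells and -100% = media-only wells without cells; nearly all actives have a fitted effect of over 55% in size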
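Luminescent CellTiter-Glo readout after 48 hours of compound exposure at 37 degrees C defined viability of HT-1080-NT cells. Activity was normalized to DMSO wells and cell-free media wells; concentration-response curves were fitted and assigned curve classes.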
ATXN viability = Viability Counterscreen for Primary qHTS for Inhibitors of ATXN expression; Potency, µM (top dose mostly 56.7 µM), usual class: cytotoxic; hit rate 0.49% among 400,000; AID 651635, 2014; S2 cells (HEK-293 line with an ATXN2-luciferase reporter) viability, CellTiter-Fluor protease fluorescence, 24 h; also: potency is read from the fitted curve at half-maximal effect; nearly all actives have a fitted effect of over 40% in size
KB-3-1 tox = qHTS assay for MDR1-selective chemotherapeutics: Primary screen using the parental adenocarcinoma cell KB-3-1. KB-3-1 viability, CellTiter-Glo ATP luminescence, 72 h. Potency, µM (highest dose often 46.1 µM), for inactives: at the highest dose activity change, negative = cytotoxic, most hits filed as cytotoxic. hit rate 1.4% among 400,000; also: potency is read from the fitted curve at half-maximal effect; % is scaled to controls: 0 for no effect and ±100 for the full control effect; nearly all actives have a fitted effect of over 60% in size
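Parental KB-3-1 viability, qHTS format: 72 h compound exposure, 37 °C; CellTiter-Glo; media-only wells and DMSO plates as controls; concentration-effect fits on corrected data.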
MCF10A rereplic = A quantitative high throughput screen for small molecules that induce DNA re-replication in MCF 10a normal breast cells; MCF 10A DNA re-replication, Hoechst nuclear intensity, 48 h; Potency, µM (series often up to 46.1 µM), for the others: at the top dose activity, positive = re-replication, actives largely listed as activators; hit rate 2.9% among 350,000; AID 624296, 2012; also: potency is read from the fitted curve at half-maximal effect; % of control where 0% means no effect; nearly all actives have a fitted effect of over 50% in size
SW480 rerep = A quantitative high throughput screen for small molecules that induce DNA re-replication in SW480 colon adenocarcinoma cells; SW480 DNA re-replication, Hoechst DNA content imaging, 48 h; Potency, µM (highest dose often 46.1 µM), for the others: at the highest dose re-replication activation, actives largely listed as activators; hit rate 1.8% among 340,000; also: potency is read from the fitted curve at half-maximal effect; % of control where 0% means no effect; nearly all actives have a fitted effect of over 55% in size
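Per well, 250 cells were exposed to pinned compound for 48 hr. Nuclear DNA was visualised with Hoechst (40 min, 37 C) and total object intensity recorded by fluorescence scanning.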
ATXN2 expr inh = Primary qHTS for Inhibitors of ATXN expression. HEK-293 ATXN2-luciferase reporter, luminescence, 24 h. hit rate 0.72% among 360,000. Potency, µM (top dose mostly 57 µM), inactives show at the highest dose activity change, negative = inhibition, most hits filed as inhibitors; also: potency is read from the fitted curve at half-maximal effect; % is scaled to controls: 0 for no effect and ±100 for the full control effect; nearly all actives have a fitted effect of over 55% in size
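ATXN2-luciferase reporter cells (luciferase flanked by upstream and downstream ATXN2 gene portions) were treated 24 h at 37 °C with compounds at up to 57 uM. SteadyGlo luminescence gave expression; GF-AFC fluorescence gave viability.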
HT1080 IDH1KD tx = qHTS for induction of synthetic lethality in tumor cells producing 2HG: qHTS for the HT-1080-IDH1KD cell line | HT-1080 IDH1 knockdown viability, ATP luminescence, 48 h | Potency, µM (top dose mostly 46.1 µM), inactives show at the highest dose activity, negative = toxicity, most hits filed as cytotoxic | hit rate 2% among 360,000 | AID 686971, 2013;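 also: potency is read from the fitted curve at half-maximal effect; 0% = DMSO wells and -100% = cell-free medium wells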
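Assay cells: HT-1080 with IDH1 knockdown, 750 per well, RPMI/5% FBS. Exposure: 48 h at 37 °C following 2 h pre-incubation. Read: CellTiter-Glo luminescence; fitted concentration-response, curve class assigned.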
* marks the source's active call; other numbers are inactive results; i = inactive; u = inconclusive; x = no result given; [ ] = another dose, or the depositor's remark. Unless noted, calls follow the shape of the dose curve; as a rule, active = well fitted curve in the direction sought with a large enough effect; inconclusive = small, poorly fitted or top-dose-only effect, or another doubt; inactive = no such curve, though single readings can be large; an effect the other way counts as inactive or inconclusive.

SMILES | KB-V1 MDR tox | IL-1B inflam inh | HT1080NT lethal | ATXN viability | KB-3-1 tox | MCF10A rereplic | SW480 rerep | ATXN2 expr inh | HT1080 IDH1KD tx
O=C(Cc1cc(=O)[nH][nH]1)N/N=C/c1c(F)cccc1Cl | 5% | -10 | 0% | i | -7% | 1% | -1% | 29% | -2%
CC(C)c1ccc(C(=O)N2CCCCC2c2cc(C(=O)Nc3ccncc3)no2)cc1 (configuration not stated) | 0% | 48 | -9% | i | 0% | x | x | -17% | -26%
CCOc1ccc2nc(NC(=O)Cc3cccs3)sc2c1 | -16% | u | -21% | i | -9% | 21% | u | 66%[activator] | -23%
O=S(CCc1ccncc1)Cc1ccccc1 (configuration not stated) | 8% | -3 | 8% | i | -2% | -3% | 1% | -6% | 1%
CCOc1ccc(S(=O)(=O)Nc2ccc(C(=O)N(CC)CC(=O)NCc3cccs3)cc2)cc1 | u | 16 | 6% | i | -2% | x | x | x | 4%
COc1cccc(/C=C/C(=O)NCc2ccc(S(N)(=O)=O)cc2)c1 | 2% | 24 | 32% | i | 2% | -1% | -3% | 4% | 25%
O=C(CSc1nnc2scc(-c3ccccc3)n12)N1CCN(Cc2ccccc2)CC1 | 5.8µM* | u | -1% | i | 2% | 3% | -2% | 15% | -7%
Cn1c(=O)c2c(ncn2CC(=O)N2CCN(S(=O)(=O)c3ccccc3)CC2)n(C)c1=O | -13% | 0 | -2% | i | -6% | 1% | -9% | 6% | -5%
COc1ccccc1N1CCN(C(CNS(=O)(=O)c2ccc(C)cc2)c2cccnc2)CC1 (configuration not stated) | u | -4 | -4% | i | -4% | 21% | 9% | -1% | -14%
CCCCSc1ncnc2c1ncn2C1CCCCO1 (configuration not stated) | 3% | -11 | 11% | i | 3% | 16% | -3% | -10% | 17%

Two records drawn at random from the list so far:
SMILES | KB-V1 MDR tox | IL-1B inflam inh | HT1080NT lethal | ATXN viability | KB-3-1 tox | MCF10A rereplic | SW480 rerep | ATXN2 expr inh | HT1080 IDH1KD tx
COc1cccc(/C=C/C(=O)NCc2ccc(S(N)(=O)=O)cc2)c1 | 2% | 24 | 32% | i | 2% | -1% | -3% | 4% | 25%
CCCCSc1ncnc2c1ncn2C1CCCCO1 (configuration not stated) | 3% | -11 | 11% | i | 3% | 16% | -3% | -10% | 17%

Continuation.
SMILES | KB-V1 MDR tox | IL-1B inflam inh | HT1080NT lethal | ATXN viability | KB-3-1 tox | MCF10A rereplic | SW480 rerep | ATXN2 expr inh | HT1080 IDH1KD tx
CCn1c(=O)c2c(n3cnnc13)-c1ccccc1CC21CCCCC1 | -31% | 3 | -4% | i | u | 9% | -7% | -5% | -3%
Cc1cc(=O)[nH]c(N/N=C/c2ccccc2C(F)(F)F)n1 | 5% | 0 | -12% | i | -3% | -3% | 0% | 1% | -13%
COc1cc(C(=O)Nc2ccc3c(c2)Cc2cc(NC(=O)c4cc(OC)c(OC)c(OC)c4)ccc2-3)cc(OC)c1OC | 6% | 43 | -29% | i | -6% | 15% | -4% | -28% | u
O=C(COc1ccccc1F)Nc1ccc2nc(SCCOc3ccccc3)sc2c1 | 13% | x | x | i | 2% | x | x | -22% | x
Nc1cc(C(=O)O)c(Oc2ccc(Cl)cc2Cl)cc1C(=O)O | 5% | 5 | 18% | i | -6% | -26% | -5% | -7% | 12%
O=C(O)Cc1ccc(NC2(c3ccccc3)C(=O)c3ccccc3C2=O)cc1 | u | x | x | i | -9% | x | x | 6% | x
Cc1ccc(CNC(=O)/C=C/C(=O)O)cc1 | 5% | 5 | 7% | i | 0% | -2% | -6% | x | 7%
O=C(NC1CC1)[C@@H]1CSC2c3ccccc3C(=O)N21 (some centres not stated) | u | -5 | 1% | i | 11% | 9% | -14% | -1% | 12%
CC(=O)Nc1nonc1-c1nnc(SCc2ccccc2)n1C | -17% | x | x | i | -8% | x | x | 10% | x
CCOc1ccc(-c2nnc3ccc(SCC(=O)Nc4nc5ccccc5s4)nn23)cc1 | 12% | 15 | -2% | u | -17% | 3% | -4% | -6% | -5%
O=C(C1=NN(c2ccccc2)C2C(=O)N(c3ccccc3Cl)C(=O)C12)c1ccccc1 (configuration not stated) | 10% | 16 | 1% | x | 5% | 12% | -2% | -11% | 10%
O=[N+]([O-])c1ccc(O)c(Nc2ncnc3ccccc23)c1 | 5% | 29 | 4% | i | -8% | -5% | -146%[inhibitor] | x | -3%
O=S(=O)(c1ccc2nc(COc3ccc(Cl)cc3Cl)[nH]c2c1)N1CCOCC1 | u | -18 | u | i | -3% | -2% | 21% | u | u
COc1cc(/C=N/n2nnnc2N)ccc1OCc1c(C)no[n+]1[O-] | 17% | -15 | 17% | i | 8% | 2% | -6% | -11% | 24%
O=C/C(=C\Nc1ccc(Br)cc1)c1nc2ccccc2o1 | 3% | 52 | -9% | i | -2% | -42%[inhibitor] | 1% | -26% | -1%
CCn1ncc(C(=O)Nc2ccccc2C)c1C | 3% | -11 | 18% | i | -7% | 1% | -1% | 9% | 4%
c1ccc(C[C@H]2CN=C(Nc3ccccc3)N2CC2CCCC2)cc1 | u | -70* | u | i | -22% | x | x | -9% | u
CC(=O)c1ccc(NC(=O)Nc2ccc(NS(=O)(=O)c3ccc(C)cc3)cc2)cc1 | 19% | -13 | u | i | u | -1% | 2% | 0% | u
O=C(N/N=C/C(Cl)=C/c1ccc([N+](=O)[O-])cc1)C(=O)Nc1ccccc1C(=O)O | 2.1µM* | 1 | 26% | u | 7.3µM* | 5% | 25% | 0% | 0%
O=C(NCC1CCCO1)c1cccc(NC(=O)c2cccs2)c1 (configuration not stated) | 2% | -2 | 0% | i | 19% | -1% | -4% | -16% | -21%
CS(=O)(=O)N(CC(=O)N/N=C/c1cccs1)c1cccc(Cl)c1Cl | 0% | -2 | -8% | i | 3% | 1% | -8% | -11% | -25%
COC(=O)[C@@]1(Cc2ccc(F)cc2)[C@H]2c3cc(C(=O)N(C)C)n(CCO)c3C[C@H]2CN1C(=O)c1ccccc1 | 5% | -1 | 11% | i | 4% | x | x | 6% | 4%
CCN(c1ccccc1)S(=O)(=O)c1ccc(Cl)c(NC(=O)CSc2ncn[nH]2)c1 | 23µM* | -4 | -2% | i | -17% | 16% | 2% | -13% | 3%
O=C(CCC(=O)Nc1ccc(F)cc1)N/N=C/c1cccs1 | u | 22 | -5% | i | 8% | -7% | -9% | -14% | 0%
CCS(=O)(=O)N1CCC(C(=O)NC2CCCCC2)CC1 | -9% | 12 | 7% | i | 8% | u | -5% | 0% | 3%
Cc1cc(O)c(/C=N/Nc2ccc(Cl)cc2)c(=O)o1 | -13% | 0 | u | i | -24% | 5% | -1% | 21% | u
CC(C)(C)n1nc2c(c1NC(=O)COc1ccccc1F)CS(=O)(=O)C2 | -13% | -16 | 3% | i | 32% | -3% | -2% | -9% | 5%
CN(CCCNC(=O)C1CCN(S(=O)(=O)N2CCC3(CC2)OCCO3)CC1)Cc1ccccc1 | 17% | 25 | 10% | i | -7% | 22% | 0% | 6% | 0%
COc1ccc(-c2nc(CN3CCC(C(=O)NCc4ccc(C)cc4)CC3)c(C)o2)cc1OC | u | x | x | u | u | x | x | u | x
N#Cc1ccc(C(=O)Nc2ccc3ccccc3c2)cc1 | -2% | 7 | -28% | i | -3% | -19% | -27% | 34%[activator] | -30%
CC1CCCC(N2CCN(C(=O)c3ccc([N+](=O)[O-])cc3)CC2)C1 (configuration not stated) | -10% | u | -5% | i | 0% | u | 8.2µM* | -16% | 0%
NS(=O)(=O)c1ccc(NC(=O)CCC(=O)O)cc1 | x | x | x | i | x | 18% | -3% | 4% | x
COc1ccccc1NC(=O)c1ccc(CN2C(=O)C(C)=C(c3ccc(C)c(C)c3)S2(=O)=O)cc1 | -3% | x | x | i | -6% | x | x | 8% | x
CCOc1ccccc1N1CC(c2nc3ccccc3n2Cc2c(C)cc(C)cc2C)CC1=O (configuration not stated) | 15% | x | x | i | -1% | x | x | 14% | x
Cc1ccc2nc(Br)c3c(c2c1)OC(CBr)C3 (configuration not stated) | -7% | 8 | -1% | u | -5% | 12% | -7% | x | 0%
COc1ccc(-c2cc(C(=O)n3cnc4ccccc43)c3ccccc3n2)cc1 | -9% | -11 | -4% | i | 9% | 10% | 2% | 0% | -3%
Cc1cc(C(=O)N2CCC2(C)C(=O)Nc2cccc3ccccc23)nn1C (configuration not stated) | -27% | -21 | 13% | i | 11% | x | x | 12% | 2%
O=C(NCc1ccccc1)C(=O)Nc1nccs1 | -19% | -16 | -1% | i | 5% | 7% | 5% | -5% | -7%
c1cc2c3c(cccc3c1)NC1(CCCCCC1)N2 | -21% | -3 | -6% | i | -6% | -1% | 0% | -19% | -1%
CSc1ccc(S(=O)(=O)NCC(=O)OCC(=O)N(C)Cc2ccccc2)cc1[N+](=O)[O-] | 1% | 19 | -3% | i | 0% | 20% | -5% | -1% | -23%
CCOC(=O)N1CCN(S(=O)(=O)c2ccc(OCC)c3ccccc23)CC1 | u | -80* | -7% | i | u | u | 14% | -8% | u
NC(=O)c1ccc(NC(=O)COc2ccc([N+](=O)[O-])cc2Cl)cc1 | 4% | 2 | -6% | i | 1% | 4% | -16% | 3% | -1%
Nc1nc2ccccc2n1C(=O)c1ccco1 | -28% | -2 | -7% | i | 1% | 17% | 6% | 11% | -18%
COC(=O)CNc1nc(-c2ccccc2F)nc2ccccc12 | 8% | -19 | -6% | u | 4% | 17% | 9% | -2% | -2%
COc1cccc(/C=C/C(=O)OCC(=O)NC2CC2)c1 | 6% | -21 | 10% | u | -9% | 0% | -9% | 10% | 10%
